TGFb SMAD3 inh = blocks TGF-b signaling | HepG2 CAGA-GFP TGF-b/SMAD3 reporter, GFP fluorescence, 18 h; TGF-beta stimulated, 500 pg/mL final | Potency, µM (series often up to 46.1 µM), inactives show at the top dose activity, negative = inhibition, usual class: inhibitors | 1.2% of 410,000 active; also: potency is read from the fitted curve at half-maximal effect; % is scaled to controls: 0 for no effect and ±100 for the full control effect; nearly all actives have a fitted effect of over 65% in size
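GFP signal (ex488/em500-530) from TGF-beta-stimulated HEPG2 CAGA-GFP cells, 500 pg/mL final, 18 h at 37 degrees C in DMEM plus 1% FBS, normalized to unstimulated and DMSO-stimulated controls.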
Nrf2 ARE act = activators of Nrf2 (ARE) signaling; AREc32 ARE-luciferase reporter (MCF7-derived line), luminescence, 24 h; Potency, µM (doses to about 46.1 µM), for inactives: at the top dose activation, most hits filed as activators; 0.31% of 410,000 active; also: potency is read from the fitted curve at half-maximal effect; % of control where 0% means no effect; nearly all actives have a fitted effect of over 65% in size
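Steps: seed AREc32_Fluc cells (1000/well, 5% FBS OPTI-MEM); incubate overnight at 37 deg C; add 23 nL compound; incubate 24 hr; add Steady-Glo; hold 30 min RT; read luminescence.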
MCF10A rerep = inducers of DNA re-replication in MCF 10A breast cells. 2.9% of 350,000 active. Potency, µM (doses to about 46.1 µM), inactives show at the top dose activity, positive = re-replication, hits mostly activators. MCF 10A DNA re-replication, Hoechst nuclear intensity, 48 h; also: potency is read from the fitted curve at half-maximal effect; % of control where 0% means no effect; nearly all actives have a fitted effect of over 50% in size
A549 tox = A549 cytotoxicity, counter-screen for Nrf2 inhibitors; A549 ARE-Fluc cells, CellTiter-Fluor viability, 18-24 h; Potency, µM (top dose mostly 46 µM), inactives show top-dose activity change, negative = cytotoxicity, actives largely listed as inhibitors; 0.16% of 390,000 active; also: potency is read from the fitted curve at half-maximal effect; % is scaled to controls: 0 for no effect and ±100 for the full control effect
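A549 ARE-Fluc cells in 5% FBS OPTI-MEM, 5000 cells/well, rested 2 h then exposed to compounds in concentration-response for 18-24 h at 37 °C. Viability by CellTiter-Fluor fluorescence (Ex 405/Em 525) after 30 min; luciferase luminescence (BugLite, 15 min, RT) read afterwards.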
Nrf2 inh = Nrf2 pathway inhibition; A549 ARE-Fluc reporter, luciferase luminescence, 18-24 h; Potency, µM (highest dose often 46 µM), inactives show at the top dose activity change, negative = inhibition, actives largely listed as inhibitors; 2.1% of 360,000 active; AID 504444; also: potency is read from the fitted curve at half-maximal effect; % is scaled to controls: 0 for no effect and ±100 for the full control effect; nearly all actives have a fitted effect of over 60% in size
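Nrf2 function is reported as luminescence of an ARE-controlled luciferase in A549 cells. Compounds were tested at several concentrations, and a CellTiter-Fluor read on the same wells flagged cytotoxicity.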
S2 tox = reduces viability in counter-screen for ATXN expression inhibitors. S2 cells (HEK-293 line with an ATXN2-luciferase reporter) viability, CellTiter-Fluor protease fluorescence, 24 h. Potency, µM (top dose mostly 56.7 µM), usual class: cytotoxic. 0.49% of 400,000 active. AID 651635; also: potency is read from the fitted curve at half-maximal effect; nearly all actives have a fitted effect of over 40% in size
HepG2 viability = counter-screen for TGF-b inhibitors: cytotoxicity in HepG2 cells. HepG2 CAGA-GFP viability, ATP luminescence, 18 h. 0.76% of 410,000 active. Potency, µM (doses to about 46.1 µM), without a hit: at the top dose activity change, negative = cytotoxicity, hits mostly cytotoxic. AID 588856; also: potency is read from the fitted curve at half-maximal effect; some results filed as inactive show a strong effect at the top dose
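HepG2 CAGA-GFP cells (1000/well, DMEM with 1% FBS) received compound, then TGF-beta at 500 pg/mL final, and were incubated 18 hours at 37 degrees C. Viability was read by CellTiter-Glo luminescence. Media-only wells were set as complete cell-killing and DMSO as no toxicity.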
IL-1B inflam inh = inhibitors of inflammasome signaling (IL-1 beta secretion); 4.7% of 360,000 active; AID 743279; THP-1 LPS/ATP IL-1B secretion, AlphaLISA, 16 h; hits give low values; activity change, % at 57.5 µM; in the data active = activity change below about -50%; inconclusive = mostly about -30% to -49%; also: % is scaled to controls: 0 for no effect and ±100 for the full control effect
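Secreted IL-1B measured by AlphaLISA bead assay after 16 h compound exposure of THP-1 cells; compounds (final up to 57.5 uM) added 1 h before LPS (250 ng/mL) and ATP (1.25 mM) stimulation; lower signal means less secretion.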
ATXN2 expr inh = reduces ATXN2 reporter expression in HEK-293 cells; HEK-293 ATXN2-luciferase reporter, luminescence, 24 h; Potency, µM (doses to about 57 µM), inactives show top-dose activity change, negative = inhibition, usual class: inhibitors; 0.72% of 360,000 active; AID 1745845; also: potency is read from the fitted curve at half-maximal effect; % is scaled to controls: 0 for no effect and ±100 for the full control effect; nearly all actives have a fitted effect of over 55% in size
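qHTS (up to 57 uM final) was run with 24 h compound exposure of reporter cells at 37 °C. Each well was multiplexed: SteadyGlo luminescence measured ATXN2-luciferase expression after a fluorogenic Gly-Phe-AFC viability readout (25 uM final).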
Numbers without * were called inactive. Unless noted, calls follow the shape of the dose curve; as a rule, active = well fitted curve in the direction sought with a large enough effect; inconclusive = small, poorly fitted or top-dose-only effect, or another doubt; inactive = no such curve, though single readings can be large; an effect the other way counts as inactive or inconclusive.

O=C(Cn1c(=O)oc2ccccc21)Nc1n[nH]c(=S)s1 was read as TGFb SMAD3 inh -1%, Nrf2 ARE act -0.3%, MCF10A rerep -1%, A549 tox 7%, Nrf2 inh 2%, S2 tox inactive, HepG2 viability 23% and IL-1B inflam inh 4.
CCn1cc(C(=O)NC2CCCCCC2)c(=O)c2ccc(C)nc21 was read as TGFb SMAD3 inh 4%, Nrf2 ARE act 0.3%, MCF10A rerep -5%, A549 tox 13%, Nrf2 inh 2%, S2 tox inactive, HepG2 viability 2% and IL-1B inflam inh 8.
For CC1(c2cccc3ccccc23)NC(=O)N(CC(=O)NC2CCS(=O)(=O)C2)C1=O (stereo not given) the results were TGFb SMAD3 inh 1%, Nrf2 ARE act -0.7%, MCF10A rerep -1%, A549 tox 4%, Nrf2 inh -14%, S2 tox inactive, HepG2 viability -12%, IL-1B inflam inh 16 and ATXN2 expr inh -4%.
For CSCC[C@H](NC(=O)[C@H]1CC[C@H](CNC(=O)[C@@H]2CCCN2)CC1)C(=O)O the results were TGFb SMAD3 inh 18%, Nrf2 ARE act 0.1%, MCF10A rerep -12%, A549 tox 6%, Nrf2 inh 8%, S2 tox inconclusive, HepG2 viability 15% and IL-1B inflam inh 20.
CSc1cccc(NC(=S)N(CCC(C)C)C2CCN(C(C)=O)CC2)c1 was read as TGFb SMAD3 inh inconclusive, Nrf2 ARE act 4.0%, MCF10A rerep 4%, A549 tox 2%, Nrf2 inh 4%, S2 tox inactive, HepG2 viability 11%, IL-1B inflam inh -7 and ATXN2 expr inh -2%.
`S=c1[nH]nc(-c2cc(-c3ccsc3)n[nH]2)n1-c1cccc2ccccc12` gave TGFb SMAD3 inh inconclusive, Nrf2 ARE act 8.1%, MCF10A rerep 1%, A549 tox 2%, Nrf2 inh -10%, S2 tox inactive, HepG2 viability -1%, IL-1B inflam inh 0 and ATXN2 expr inh inconclusive.
Cc1ccc(NC(=S)Nc2ccc(Br)cc2)cc1 was read as TGFb SMAD3 inh 30%, Nrf2 ARE act 3.6%, MCF10A rerep 1%, A549 tox -4%, Nrf2 inh inconclusive, S2 tox inactive, HepG2 viability -3%, IL-1B inflam inh -17 and ATXN2 expr inh 36%.
CC1=CC(C)(C)N2C(=O)C3(C(C#N)=C(N)OC4=C3C(=O)CC(C)(C)C4)c3cc(C)cc1c32 (stereo not given) was read as TGFb SMAD3 inh -1%, Nrf2 ARE act 2.0%, MCF10A rerep 1%, A549 tox inconclusive, Nrf2 inh inconclusive, S2 tox inconclusive, HepG2 viability -36%, IL-1B inflam inh -29 and ATXN2 expr inh -34%.
Screening O=C(NCc1ccccc1)c1ccc(C(=O)N(C2CCCCC2)C2CCCCC2)cc1 returned TGFb SMAD3 inh -15%, Nrf2 ARE act 0.3%, MCF10A rerep -2%, A549 tox inconclusive, S2 tox inactive, HepG2 viability 15%, IL-1B inflam inh inconclusive and ATXN2 expr inh inconclusive.
CC(C)COC(=O)N1CCCC1C(=O)Nc1nccs1 (stereo not given) was read as TGFb SMAD3 inh -10%, Nrf2 ARE act 1.8%, MCF10A rerep -1%, A549 tox 3%, Nrf2 inh -7%, S2 tox inactive, HepG2 viability 18%, IL-1B inflam inh 14 and ATXN2 expr inh -9%.

The last two entries of the part before lead into the next.
Screening O=C(NCc1ccccc1)c1ccc(C(=O)N(C2CCCCC2)C2CCCCC2)cc1 returned TGFb SMAD3 inh -15%, Nrf2 ARE act 0.3%, MCF10A rerep -2%, A549 tox inconclusive, S2 tox inactive, HepG2 viability 15%, IL-1B inflam inh inconclusive and ATXN2 expr inh inconclusive.
CC(C)COC(=O)N1CCCC1C(=O)Nc1nccs1 (stereo not given) was read as TGFb SMAD3 inh -10%, Nrf2 ARE act 1.8%, MCF10A rerep -1%, A549 tox 3%, Nrf2 inh -7%, S2 tox inactive, HepG2 viability 18%, IL-1B inflam inh 14 and ATXN2 expr inh -9%.
Screening COc1ccc(C(=O)COC(=O)CN2C(=O)C3C4CCC(C4)C3C2=O)cc1 (stereo not given) returned TGFb SMAD3 inh -17%, Nrf2 ARE act 0.2%, MCF10A rerep -3%, A549 tox 2%, Nrf2 inh -2%, S2 tox inactive, HepG2 viability -23%, IL-1B inflam inh -12 and ATXN2 expr inh 6%.
`Cc1cccc(OCC(=O)Nc2ccc3nc(SCc4ccccc4)sc3c2)c1` gave TGFb SMAD3 inh -6%, Nrf2 ARE act 0.1%, A549 tox 0%, Nrf2 inh 19%, S2 tox inactive, HepG2 viability 6% and ATXN2 expr inh 2%.
`CC(Sc1nc2ccccc2c(=O)n1C)C(=O)NC1CCCCC1C` (stereo not given) gave TGFb SMAD3 inh -10%, Nrf2 ARE act -0.1%, MCF10A rerep inconclusive, A549 tox 3%, Nrf2 inh inconclusive, S2 tox inactive, HepG2 viability -3%, IL-1B inflam inh -4 and ATXN2 expr inh inconclusive.
COCOCCn1cc(CN2CCS(=O)(=O)N(Cc3ccc(-c4ccc(Cl)cc4)cc3)C(C)C2=O)nn1 (stereo not given) was read as TGFb SMAD3 inh inconclusive, Nrf2 ARE act 5.4%, S2 tox inconclusive, HepG2 viability -48%, IL-1B inflam inh -15 and ATXN2 expr inh inconclusive.
For COc1ccccc1/C=C/c1nc(S(=O)(=O)c2ccccc2)c(N2CCC(C(N)=O)CC2)o1 the results were TGFb SMAD3 inh 10%, Nrf2 ARE act 3.7%, MCF10A rerep inconclusive, A549 tox -7%, Nrf2 inh inconclusive, S2 tox inactive, HepG2 viability 15%, IL-1B inflam inh -27 and ATXN2 expr inh -20%.
For FC(F)(F)C(F)(F)C(F)(F)c1nnc2ccc(N3CCOCC3)nn12 the results were TGFb SMAD3 inh inconclusive, Nrf2 ARE act 0.0%, MCF10A rerep 3%, A549 tox -5%, S2 tox inactive, HepG2 viability -4%, IL-1B inflam inh 16 and ATXN2 expr inh -17%.
`COc1ccc(C(=O)NNC2=Nc3cccc4cccc2c34)cc1` gave TGFb SMAD3 inh 10%, Nrf2 ARE act 0.6%, MCF10A rerep inconclusive, A549 tox -6%, Nrf2 inh -2%, S2 tox inactive, HepG2 viability -5%, IL-1B inflam inh 8 and ATXN2 expr inh -20%.
`COC(=O)CNC(c1ccccc1)c1cc(Br)ccc1NC(=O)OCc1ccccc1` (stereo not given) gave TGFb SMAD3 inh -17%, Nrf2 ARE act -0.6%, MCF10A rerep 2%, A549 tox 2%, Nrf2 inh -21%, S2 tox inactive, HepG2 viability 3%, IL-1B inflam inh 5 and ATXN2 expr inh 2%.
CCOC(=O)C1=C(CN2CCN(C(=O)c3ccco3)CC2)NC(=O)NC1c1ccc(OC)cc1 (stereo not given) was read as TGFb SMAD3 inh -6%, Nrf2 ARE act 0.0%, MCF10A rerep -7%, A549 tox 1%, Nrf2 inh inconclusive, S2 tox inactive, HepG2 viability 11% and IL-1B inflam inh -13.
For O=C(c1cccc(S(=O)(=O)N2CCc3ccccc32)c1)N1CCN(c2ccccn2)CC1 the results were TGFb SMAD3 inh -27%, Nrf2 ARE act -0.6%, MCF10A rerep 17%, A549 tox -15%, Nrf2 inh inconclusive, S2 tox inconclusive, HepG2 viability -32%, IL-1B inflam inh -12 and ATXN2 expr inh -15%.
`O=C(Cn1ccc([N+](=O)[O-])n1)Nc1ccccn1` gave TGFb SMAD3 inh -2%, Nrf2 ARE act 5.6%, MCF10A rerep 2%, A549 tox 0%, Nrf2 inh 0%, S2 tox inactive, HepG2 viability -31% and IL-1B inflam inh -7.
O=C(COC(=O)COc1ccc2ccccc2c1)Nc1cc(C(F)(F)F)ccc1N1CCOCC1 was read as TGFb SMAD3 inh 1%, Nrf2 ARE act 1.6%, MCF10A rerep 12%, A549 tox 6%, Nrf2 inh -1%, S2 tox inactive, HepG2 viability -33% and IL-1B inflam inh 11.
`Cc1cc(C)c2c(=O)[nH]c(SCC(=O)NCc3ccccc3)nc2n1` gave TGFb SMAD3 inh 0%, Nrf2 ARE act 9.5%, MCF10A rerep 1%, A549 tox 17%, Nrf2 inh -6%, S2 tox inactive, HepG2 viability -50%, IL-1B inflam inh -30 and ATXN2 expr inh 21%.
COC(=O)c1ccc(NC(=O)CN(Cc2ccccc2)S(=O)(=O)c2ccc(C)cc2)cc1 was read as TGFb SMAD3 inh -25%, Nrf2 ARE act 6.3%, A549 tox -6%, Nrf2 inh -27%, S2 tox inconclusive, HepG2 viability -31% and ATXN2 expr inh -31%.
COc1cccc2[nH]c3c(=O)n(CCN(C)C)cnc3c12 was read as TGFb SMAD3 inh -1%, Nrf2 ARE act 0.0%, MCF10A rerep -3%, A549 tox -2%, Nrf2 inh 3%, S2 tox inactive, HepG2 viability -3%, IL-1B inflam inh 12 and ATXN2 expr inh 2%.
For O=C(Cn1c(CN2CCCCC2)nc2ccccc2c1=O)NC1CCCCC1 the results were TGFb SMAD3 inh -2%, Nrf2 ARE act 0.0%, MCF10A rerep -1%, A549 tox -3%, Nrf2 inh -15%, S2 tox inactive, HepG2 viability -1%, IL-1B inflam inh -8 and ATXN2 expr inh 5%.
For Cc1ccc(S(=O)(=O)N2CC(=O)N3CCN(CCN)C3C2)cc1 (stereo not given) the results were TGFb SMAD3 inh 13%, Nrf2 ARE act -0.6%, MCF10A rerep -5%, A549 tox 1%, Nrf2 inh 15%, S2 tox inactive, HepG2 viability 13%, IL-1B inflam inh 10 and ATXN2 expr inh 8%.
For COc1ccc(N2CCN(C(=O)Cc3ccc(-n4c(=O)[nH]c5ccccc5c4=O)cc3)CC2)cc1 the results were TGFb SMAD3 inh 1%, Nrf2 ARE act 0.2%, MCF10A rerep 4%, A549 tox 4%, Nrf2 inh inconclusive, S2 tox inconclusive, HepG2 viability -18%, IL-1B inflam inh -14 and ATXN2 expr inh -38%.
CCOc1ccccc1C(=O)Nc1ccc(NC(=O)c2ccccc2)cc1 was read as TGFb SMAD3 inh 0%, Nrf2 ARE act 2.0%, MCF10A rerep -3%, A549 tox -10%, Nrf2 inh inconclusive, S2 tox inactive, HepG2 viability -1% and IL-1B inflam inh 5.

High-throughput results: PubChem, National Center for Advancing Translational Sciences (NCATS)
